# MmCpn inh – Inhibitors of TCP-1 ring complex (TRiC) of Methanococcus maripaludis (MmCpn): qHTS; Chaperonin Mm-Cpn (Methanococcus maripaludis); purified Mm-Cpn ATPase, ADP Transcreener TR-FRET; Potency, µM (top dose mostly 76.9 µM), for inactives: at the top dose activity, negative = inhibition, actives largely listed as inhibitors; 330,000 tested, 0.031% active; note: potency is the fitted concentration of half-maximal effect; % is set by controls: 0 for no effect and ±100 for the full control effect; nearly all actives have a fitted effect of over 80% in size
#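 TR-FRET (320 nm excitation; 590 and 665 nm emission) reports ADP made from 10 uM ATP by 25 nM enzyme; compounds were preincubated 10 min, reaction run 30 min, both at 37°C.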
# PI5P4Ka inh – qHTS for Inhibitors of phosphatidylinositol 5-phosphate 4-kinase (PI5P4K) | max response, % | Phosphatidylinositol 5-phosphate 4-kinase type-2 alpha (Homo sapiens), P48426 | AID 652105, 2013 | 330,000 tested, 1.2% active | PI5P4Kalpha enzyme, ADP-Glo luminescence, 60 min; stronger effect = lower value; active = max response of -50% or lower; inconclusive = between -30% and -50%; inactive = -30% or higher; note: value at the top dose of about 77 µM; % is set by controls: 0 for no effect and ±100 for the full control effect
#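 Luminescence from ADP-Glo served as readout of PI5P4Kalpha activity in a qHTS format. Reaction: enzyme, substrate, compound, ATP at 5 microM final, 60 min at RT.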
# EPAC1 ag – qHTS for Agonist of cAMP-regulated guanine nucleotide exchange factor 3 (EPAC1): primary screen; Potency, µM (series often up to 154 µM), for the others: at the highest dose activation, most hits filed as activators; Rap guanine nucleotide exchange factor 3 (Homo sapiens), O95398; 360,000 tested, 0.073% active; EPAC1 agonist qHTS, biochemical assay; response scale: 100% = response to 6.5 mM cAMP; note: potency is the fitted concentration of half-maximal effect; nearly all actives have a fitted effect of over 60% in size
#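 Nucleotide exchange assay: 100 nM EPAC1 with 250 nM Rap1B loaded with BODIPY-GDP and 50 uM GDP, room temperature. Fluorescence (480/540 nm) read every 5 min for 30 min; signal change normalized to 6.5 mM cAMP as full agonist.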
# WRN inhibitor – qHTS for Inhibitors of WRN Helicase; Bifunctional 3'-5' exonuclease/ATP-dependent helicase WRN (Homo sapiens), Q14191; WRN helicase unwinding, fluorescent forked duplex, kinetic; Potency, µM (top dose mostly 114 µM), inactives show at the top dose activity change, negative = inhibition, usual class: inhibitors; 360,000 tested, 0.46% active; AID 651768, 2012; note: potency is the fitted concentration of half-maximal effect; % is set by controls: 0 for no effect and ±100 for the full control effect; nearly all actives have a fitted effect of over 55% in size
# Target sequence (Q14191 whole entry, looked up): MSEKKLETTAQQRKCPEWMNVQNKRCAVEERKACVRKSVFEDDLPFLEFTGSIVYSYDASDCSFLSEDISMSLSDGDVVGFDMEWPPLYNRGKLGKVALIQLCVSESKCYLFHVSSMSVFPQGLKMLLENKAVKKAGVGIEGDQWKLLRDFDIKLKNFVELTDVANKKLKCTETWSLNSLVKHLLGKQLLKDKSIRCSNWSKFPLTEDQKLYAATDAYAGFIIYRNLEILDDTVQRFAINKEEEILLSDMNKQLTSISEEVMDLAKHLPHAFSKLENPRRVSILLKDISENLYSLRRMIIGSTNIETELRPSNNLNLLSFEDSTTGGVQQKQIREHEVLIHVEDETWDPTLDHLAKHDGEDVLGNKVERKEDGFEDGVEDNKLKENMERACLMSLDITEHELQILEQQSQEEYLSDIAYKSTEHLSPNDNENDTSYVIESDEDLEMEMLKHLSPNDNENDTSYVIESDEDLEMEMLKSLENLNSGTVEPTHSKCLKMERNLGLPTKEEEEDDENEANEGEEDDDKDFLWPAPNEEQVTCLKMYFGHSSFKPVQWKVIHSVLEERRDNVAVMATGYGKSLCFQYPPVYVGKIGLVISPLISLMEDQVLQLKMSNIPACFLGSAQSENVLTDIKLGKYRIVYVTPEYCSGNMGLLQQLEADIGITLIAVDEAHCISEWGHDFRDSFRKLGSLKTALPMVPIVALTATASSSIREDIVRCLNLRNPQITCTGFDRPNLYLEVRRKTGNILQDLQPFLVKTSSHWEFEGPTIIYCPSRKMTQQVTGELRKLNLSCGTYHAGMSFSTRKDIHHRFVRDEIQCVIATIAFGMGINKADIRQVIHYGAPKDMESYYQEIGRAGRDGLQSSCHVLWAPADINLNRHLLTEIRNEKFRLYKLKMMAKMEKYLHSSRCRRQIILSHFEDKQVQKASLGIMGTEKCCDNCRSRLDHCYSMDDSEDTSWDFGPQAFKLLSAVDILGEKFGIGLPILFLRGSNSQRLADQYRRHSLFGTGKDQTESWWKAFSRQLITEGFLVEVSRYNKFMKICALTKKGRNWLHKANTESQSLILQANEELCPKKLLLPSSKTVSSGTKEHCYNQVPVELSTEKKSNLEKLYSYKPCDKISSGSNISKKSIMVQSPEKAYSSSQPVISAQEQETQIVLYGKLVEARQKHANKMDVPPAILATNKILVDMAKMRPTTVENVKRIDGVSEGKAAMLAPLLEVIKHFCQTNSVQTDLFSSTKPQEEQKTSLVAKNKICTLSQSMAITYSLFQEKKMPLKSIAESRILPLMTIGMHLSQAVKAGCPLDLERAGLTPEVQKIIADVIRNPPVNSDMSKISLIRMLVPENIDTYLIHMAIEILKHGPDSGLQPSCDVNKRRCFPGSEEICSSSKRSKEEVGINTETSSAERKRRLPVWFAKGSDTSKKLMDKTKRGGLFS
#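 Screening of the MLSMR collection measured strand separation of a quenched forked DNA duplex (100 nM) by 20 nM WRN with 2 mM ATP, all final. Compounds were preincubated with enzyme 15 min at room temperature.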
# CCT modulator – High-Throughput Screening for Modulators of Cytosolic Chaperonin Activity. purified chaperonin ATPase assay, HTRF ADP detection, 30 min. activity change, % (no concentration beside the values), hits read low. 360,000 tested, 0.3% active; in the data active = activity change below about -30%; note: % is set by controls: 0 for no effect and ±100 for the full control effect
#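 Nucleotide hydrolysis assay: TRiC at 20–40 nM final (set by batch activity) with 10 uM ATP, 30 min at 37 °C, in presence of 76 uM compound. Detection by competitive ADP HTRF, 30 min ambient.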
# EPAC2 antag – qHTS for Antagonist of cAMP-regulated guanine nucleotide exchange factor 2 (EPAC2): primary screen; EPAC2 GEF exchange of Rap1B-BODIPY-GDP, fluorescence; Potency, µM (highest dose often 114 µM), inactives show at the highest dose activity, negative = inhibition, most hits filed as inhibitors; 360,000 tested, 0.18% active; AID 720708, 2013; note: potency is the fitted concentration of half-maximal effect; % is set by controls: 0 for no effect and ±100 for the full control effect; nearly all actives have a fitted effect of over 45% in size; many of its hits are not listed in these tables
# PLK1 PBD inh – qHTS for Inhibitors of PLK1-PDB (polo-like kinase 1 - polo-box domain): Primary Screen; 360,000 tested, 2.8% active; Potency, µM, for the others: max response, negative = inhibition, hits mostly inhibitors; Plk1 PBD binding of FITC phosphopeptide, fluorescence polarization; Serine/threonine-protein kinase PLK1 (Homo sapiens), P53350; note: potency is the fitted concentration of half-maximal effect; series mostly up to about 57 µM; % is set by controls: 0 for no effect and ±100 for the full control effect; nearly all actives have a fitted effect of over 65% in size
# EPAC1 antagonist – qHTS for Antagonist of cAMP-regulated guanine nucleotide exchange factor 3 (EPAC1): primary screen | 360,000 tested, 0.14% active | AID 720709, 2013 | EPAC1 GEF assay, Rap1b-BODIPY-GDP exchange fluorescence | Rap guanine nucleotide exchange factor 3 (Homo sapiens), O95398 | Potency, µM (series often up to 115 µM), without a hit: at the highest dose activity change, negative = inhibition, most hits filed as inhibitors;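 note: potency is the fitted concentration of half-maximal effect; plate controls were vehicle for no effect and positive control for full effect; nearly all actives have a fitted effect of over 50% in size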
# Numbers without * were called inactive; ? = inconclusive; nt = not tested or not shown; [ ] = dose if it differs, or a comment. Unless noted, calls come from the whole dose curve; as a rule, active = well fitted curve in the direction sought with a large enough effect; inconclusive = small, poorly fitted or top-dose-only effect, or another doubt; inactive = no such curve, though single readings can be large; an effect the other way counts as inactive or inconclusive. The list is partial. The share of hits here may be higher or lower than overall.
SMILES,MmCpn inh,PI5P4Ka inh,EPAC1 ag,WRN inhibitor,CCT modulator,EPAC2 antag,PLK1 PBD inh,EPAC1 antagonist
O=C1c2cccc3cccc(c23)N1Cc1ccc(F)cc1,-2%,3,19%,-35%[57.1 µM],-1.5,?,-11%,?
CC(C)NC(=O)c1csc([C@@H]2O[C@H](CO)[C@H](O)[C@H](O)[C@H]2O)n1,nt,-1,9%,2%[57.1 µM],-2.2,-1%,-6%,-2%
N=c1oc2ccc(Cl)cc2cc1C(=O)NC1CCCCCC1,0%,-2,-9%,3%,-3.1,8%,-5%,-5%
Cc1cc(C)n(CC(=O)c2cccc([N+](=O)[O-])c2)n1,1%,0,-7%,2%[57.1 µM],2.3,18%,7%,28%
O=C(Cc1ccccc1)NNC1=NS(=O)(=O)c2ccccc21,1%,0,-1%,-27%,-0.1,4%,-12%,0%
CC(C)(C)n1nc2c(c1NC(=O)c1ccc(S(=O)(=O)N3CCCCC3)cc1)CS(=O)C2 (configuration not stated),3%,1,-2%,-3%,-2.3,-2%,-3%,4%
CCOC(=O)C1CCN(Cc2cnc(Oc3ccc(C(C)(C)C)cc3)s2)CC1,0%,10,-1%,-1%,-4.2,-4%,-1%,-4%
O=S(=O)(Cc1ccccc1Cl)N1CCN(Cc2ccc3c(c2)OCO3)CC1,0%,nt,10%,-4%,-2.7,-3%,-6%,3%
Cn1c(SCC(=O)c2ccccc2)nnc1-c1ccco1,1%,0,0%,0%,-0.1,3%,-2%,0%
COc1cccc(C(=O)Nc2cccc(C(=O)NCC(C)C)c2)c1,3%,9,-16%,-32%,-1.8,-1%,-5%,-19%

# Of the compounds above, 2 contain a Cl atom:
SMILES,MmCpn inh,PI5P4Ka inh,EPAC1 ag,WRN inhibitor,CCT modulator,EPAC2 antag,PLK1 PBD inh,EPAC1 antagonist
N=c1oc2ccc(Cl)cc2cc1C(=O)NC1CCCCCC1,0%,-2,-9%,3%,-3.1,8%,-5%,-5%
O=S(=O)(Cc1ccccc1Cl)N1CCN(Cc2ccc3c(c2)OCO3)CC1,0%,nt,10%,-4%,-2.7,-3%,-6%,3%

# Continued:
SMILES,MmCpn inh,PI5P4Ka inh,EPAC1 ag,WRN inhibitor,CCT modulator,EPAC2 antag,PLK1 PBD inh,EPAC1 antagonist
CC1CN(c2ccc([N+](=O)[O-])cn2)CC(C)O1 (configuration not stated),1%,0,5%,-5%,-0.9,-8%,-6%,-2%
CC(C)N(Cc1ccccc1)C(=O)COC(=O)c1cc(S(=O)(=O)N(C)C)ccc1N1CCCC1,2%,10,-7%,-7%,-1.8,0%,-8%,-16%
O=C(Nc1ccc(Cl)c(S(=O)(=O)N2CCOCC2)c1)c1ccc(OCC2CCCO2)cc1 (configuration not stated),0%,-6,5%,1%,2.2,10%,-6%,6%
COc1cc(C(=O)NCc2ccc3c(c2)cc(C)n3C)cc(OC)c1OC,0%,-4,-4%,-18%,0.8,-3%,-9%,-18%
O=C(C1=C[C@@H](c2ccccc2)C[C@@H](OCCCCO)O1)N1CCOCC1,nt,0,4%,8%,1.2,11%,-5%,7%
CS(=O)(=O)c1ccc(NC(=O)c2cc3c(cc2Cl)N2CCCCCC2=NS3(=O)=O)cc1,nt,-7,14%,6%,-2.9,-4%,-7%,11%
Cc1ccc(OCC(=O)Nc2ccc3c(c2)C(=O)NC3=O)cc1,1%,1,-6%,1%,0.0,1%,-6%,21%
COc1ccc(C(=O)N2CCCC(N3CCN(c4ccccc4F)CC3)C2)c(OC)n1 (configuration not stated),-1%,-7,9%,-3%,1.5,8%,30µM*,-18%
O=C1C(=O)N(Cc2cccnc2)C(c2cccc(Br)c2)/C1=C(/O)c1ccc2c(c1)OCO2 (configuration not stated),-6%,-1,2%,9%,-3.4,-6%,-16%,7%
CCc1ccc(/C=C2\SC(=S)N(CCC(=O)NCCCN3CCOCC3)C2=O)cc1,0%,1,-3%,1%,-2.4,0%,-2%,-6%
COc1cc(/C=C/C(=O)OCC(=O)NCCN2C(=O)CSC2=O)ccc1OCC#N,-1%,7,-7%,1%,-0.1,3%,3%,30%
Cc1ccccc1C(=O)Nc1cccc(NC(=O)c2ncn[nH]2)c1,1%,0,-1%,4%,1.1,-1%[57.1 µM],?,6%
C/C(=N/O)c1cc(C(C)(C)C)c(O)c(C(C)(C)C)c1,2%,5,1%,4%,0.0,0%,-4%,20%
CCN(CC)C(=O)C1=C(C)N(Cc2ccc(C(C)(C)C)cc2)C(=O)C(CC(=O)NCCCCc2ccccc2)C1 (configuration not stated),nt,8,-21%,-10%,-0.5,-12%,-6%,-24%
CCOc1ccccc1CN1C(=O)c2ccccc2C1C(=O)NCC1CCCO1 (configuration not stated),-3%,2,7%,8%,-0.8,13%,-14%,2%
Cc1ccc(S(=O)(=O)NCCC(=O)Nc2ccc(C)cc2C(=O)c2ccccc2)cc1,5%,-13,-2%,-1%,-2.0,-8%,27µM*,-28%
Nc1ccc2c(Cl)cc(Cl)cc2c1,nt,17,0%,0%,-2.9,-28%,-15%,-4%
CCOc1ccc(NC(=O)CSc2nc3ccccc3nc2N2CCCC2)cc1,0%,1,2%,0%,-3.2,5%,-12%,12%
CCNC(=O)C1(C)CCCN(Cc2cccc3ccccc23)C1 (configuration not stated),nt,9,1%,-2%,1.9,-24%,-4%,-9%
Cc1sc2nc(COC(=O)c3cccc(S(=O)(=O)N(C)c4ccccc4)c3)[nH]c(=O)c2c1C,-13%,-25,16%,-9%,-0.6,2%,-1%,7%
CC/C(O)=C1\C(=O)CCCC1=NCCc1c(C)[nH]c2ccc(C)cc12,0%,-3,-12%,0%,-0.4,2%,30µM*,5%
O=C(Cc1cn2ccsc2n1)OCc1nc2ccccc2s1,0%,1,-4%,-11%,-0.1,8%,-9%,3%
c1ccc2c(c1)C(=NC1CCCCC1)NC2=NC1CCCCC1,1%,nt,1%,-5%,-7.4,-4%,-8%,-1%
CC(C)C(=O)C1=Cc2cc([N+](=O)[O-])ccc2OC1N1CCOCC1 (configuration not stated),1%,2,-8%,6%,-1.7,-14%,-5%,-23%
COc1ccccc1N1CCN(C(=O)CSc2nnc(NC(=O)C(C)C)s2)CC1,2%,7,12%,9%,1.6,-3%,-2%,3%
Cc1ncc([N+](=O)[O-])n1CC(=O)NC1CCCCC1,0%,-1,1%,-7%,1.4,1%,-7%,0%
CCN(CC)CCN1C(=O)C(O)=C(C(=O)c2cc3cccc(OC)c3o2)C1c1ccc(F)cc1 (configuration not stated),-6%,4,-8%,3%,-6.4,5%,-8%,18%
NC(=O)c1nn(CC(=O)Nc2cccc(S(=O)(=O)N3CCCC3)c2)c(=O)c2ccccc12,-4%,-2,-3%,10%,-2.5,5%,2%,-3%
CCn1c(=O)c2ccccc2n2c(SCC(=O)NCc3cccs3)nnc12,-2%,nt,-10%,-2%,0.1,10%,4%,6%
CCN(CC)CCCN(C(=O)c1ccco1)c1nc(-c2ccc(Cl)cc2)cs1,-6%,-7,4%,32%,-1.4,-1%,-7%,-17%
CC(C)NC(=O)CC1C(=O)N(Cc2ccccc2)C(C)c2nc3ccccc3n21 (configuration not stated),-4%,-2,-1%,2%,-1.2,-13%,-8%,-13%
CC1CCN(C(=O)COC(=O)/C=C/c2ccco2)CC1,-1%,?,-8%,-9%[11.6 µM],0.7,6%,-18%,18%
Cc1cccc(C(C)(C)C)c1OCCN1CCCC1,-8%,16,12%,-12%,-5.0,2%,-11%,12%
Cc1ccc(F)cc1C(=O)N1CCCCC1c1cc(C(=O)NCc2ccccc2)no1 (configuration not stated),nt,-1,-3%,-1%,0.2,4%,0%,-8%
CCOCCCn1c(SCC(=O)NC(C)(C)C)nc2ccccc2c1=O,0%,0,7%,-12%,0.6,-10%,-18%,-17%
O=C(Nc1ccncc1)c1ccc([N+](=O)[O-])cc1Cl,0%,2,-3%,-9%,0.7,-5%,3%,-7%
CN(C)c1ccc(/C=C(/C#N)C(=O)NCc2ccccc2)o1,-9%,-7,1%,-36%,-3.0,33%[activator],-13%,20%
CN(CC(=O)Nc1c(Cl)cccc1Cl)C(=O)c1cccc(S(=O)(=O)NCc2ccccc2)c1,1%,-5,?,11%,-0.8,16%,0%,-13%
COC(=O)C=CC(=NNc1ccccc1)c1ccccc1,nt,17,19%,-5%,-2.6,-17%,3%,-15%
COc1ccc(Sc2ccccc2CN(C)C)cc1OC,2%,-8,8%,13%,-1.9,9%,-13%,0%
COc1ccccc1NC(=O)NC1(C(=O)N2CCOCC2)CCCCC1,-1%,-7,-5%,-5%,-1.6,-1%,-4%,-7%

# Molecules shown so far containing an aryl methoxy group, in the order listed:
SMILES,MmCpn inh,PI5P4Ka inh,EPAC1 ag,WRN inhibitor,CCT modulator,EPAC2 antag,PLK1 PBD inh,EPAC1 antagonist
COc1cccc(C(=O)Nc2cccc(C(=O)NCC(C)C)c2)c1,3%,9,-16%,-32%,-1.8,-1%,-5%,-19%
COc1cc(C(=O)NCc2ccc3c(c2)cc(C)n3C)cc(OC)c1OC,0%,-4,-4%,-18%,0.8,-3%,-9%,-18%
COc1ccc(C(=O)N2CCCC(N3CCN(c4ccccc4F)CC3)C2)c(OC)n1 (configuration not stated),-1%,-7,9%,-3%,1.5,8%,30µM*,-18%
COc1cc(/C=C/C(=O)OCC(=O)NCCN2C(=O)CSC2=O)ccc1OCC#N,-1%,7,-7%,1%,-0.1,3%,3%,30%
COc1ccccc1N1CCN(C(=O)CSc2nnc(NC(=O)C(C)C)s2)CC1,2%,7,12%,9%,1.6,-3%,-2%,3%
CCN(CC)CCN1C(=O)C(O)=C(C(=O)c2cc3cccc(OC)c3o2)C1c1ccc(F)cc1 (configuration not stated),-6%,4,-8%,3%,-6.4,5%,-8%,18%
COc1ccc(Sc2ccccc2CN(C)C)cc1OC,2%,-8,8%,13%,-1.9,9%,-13%,0%
COc1ccccc1NC(=O)NC1(C(=O)N2CCOCC2)CCCCC1,-1%,-7,-5%,-5%,-1.6,-1%,-4%,-7%
